Screening data: PubChem BioAssay, several laboratories
HTR5A ag ctr: HTR5A agonists in luminescence cell assay, primary screen, counter-screen for OPRM1-OPRD1 heterodimer agonist project, full-deck HTS | 5-hydroxytryptamine receptor 5A (Homo sapiens), P47898 | cell-based | activation, % at 9.3 µM | 340,000 compounds, 0.61% hits | AID 504692, 2011; in the data active = activation mostly above about 9.5%, no sharp cut-off; inactive = mostly below about 7.6%;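 note: 0% = cells with vehicle only and 100% = reference agonist; strong numbers were not always called active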
OPRM1-OPRD1 ag: agonists of OPRM1-OPRD1 heterodimerization, primary screen, cell-based, luminescence. Mu-type opioid receptor (Homo sapiens) + Delta-type opioid receptor (Homo sapiens), …. cells. activation, % at 9.3 µM. 340,000 compounds, 0.3% hits; in the data active = activation above about 18%;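 note: 0% = vehicle-treated cells and 100% = reference agonist; values of inactives mirror those of a sister screen read the other way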
Target sequence (P35372 whole entry, looked up): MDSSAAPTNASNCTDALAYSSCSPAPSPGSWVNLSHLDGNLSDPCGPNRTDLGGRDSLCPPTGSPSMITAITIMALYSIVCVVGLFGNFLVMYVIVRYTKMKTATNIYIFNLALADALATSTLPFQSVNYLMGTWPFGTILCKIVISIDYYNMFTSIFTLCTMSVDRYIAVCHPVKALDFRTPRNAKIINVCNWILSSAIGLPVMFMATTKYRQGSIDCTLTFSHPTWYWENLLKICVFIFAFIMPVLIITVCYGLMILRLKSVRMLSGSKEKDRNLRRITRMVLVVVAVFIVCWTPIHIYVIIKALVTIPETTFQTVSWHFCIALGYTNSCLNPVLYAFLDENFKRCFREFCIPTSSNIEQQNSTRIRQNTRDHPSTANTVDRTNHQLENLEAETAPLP
Target sequence (P41143 whole entry, looked up): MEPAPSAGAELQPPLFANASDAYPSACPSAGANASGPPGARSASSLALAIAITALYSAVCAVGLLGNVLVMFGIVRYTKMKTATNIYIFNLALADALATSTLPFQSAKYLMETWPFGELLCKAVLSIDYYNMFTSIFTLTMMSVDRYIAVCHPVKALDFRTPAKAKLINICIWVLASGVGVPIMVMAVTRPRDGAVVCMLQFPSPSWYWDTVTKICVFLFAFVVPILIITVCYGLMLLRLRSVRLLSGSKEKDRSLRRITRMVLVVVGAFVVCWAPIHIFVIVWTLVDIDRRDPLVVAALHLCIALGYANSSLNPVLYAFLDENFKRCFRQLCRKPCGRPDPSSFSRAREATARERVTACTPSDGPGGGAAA
Mot1-301 SUMO: yeast Mot1-301 growth rescue at high temperature, primary screen, SUMOylation pathway inhibitor project, S. cerevisiae, ATP luminescence, 38.5C; S. cerevisiae Mot1-301 growth rescue; percent above DMSO median, 100 means doubled; growth rescue, % at 18.8 µM; 320,000 compounds, 1% hits;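 active = every valid replicate shows activation above 250% relative to neutral control wells; inactive = the rest, any valid replicate at or below 250%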;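 note: OY570 slx delta 5 strain wells were the positive control but not used for scaling; some compounds called inactive have numbers as strong as hits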
Pemphigus Ab inh: inhibitors of pemphigus antibody binding to DSG3, primary screen, biochemical, bead-based, flow cytometry, scFv-GFP; Desmoglein-3 (Homo sapiens), P32926; binding (percent of control), % at 10 µM; DSG3-coupled beads, scFv-anti-DSG3-GFP binding; hits give low values; 310,000 compounds, 0.48% hits;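 active = binding more than 3 SD below its plate's average and above zero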;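 note: hits lower antibody fragment binding to DSG3; some compounds called inactive have numbers as strong as hits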
Ecoli viability: E. coli V3065 growth inhibition, primary screen, counter-screen for AddAB inhibitor project, absorbance, OD600 | AID 449728, 2010 | inhibition, % at 11.9 µM | 18 h | 330,000 compounds, 0.27% hits;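 active = inhibition above the campaign's mean inhibition across all tested compounds plus 3 SD, cut at about 9.9% in these data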;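 note: uninfected addAB+ strain grown without phage in ampicillin broth; 0% = DMSO wells and 100% = ciprofloxacin 0.95 µg/ml wells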
PfHsp90 set2: growth inhibition of PfHsp90-expressing yeast, primary screen, antimalarial PfHsp90 inhibitor project, S. cerevisiae, BacTiter-Glo luminescence, single point, set 2; BacTiter-Glo ATP, 48 h; yeast lacking PDR1 and PDR3 efflux regulators; inhibition, % at 9.4 µM; 310,000 compounds, 0.32% hits; AID 504621, 2011;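 active = every replicate shows inhibition above about 80%, whatever the replicate mean, limit read from the data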;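 note: 0% = DMSO neutral controls and 100% = 20 µM radicicol positive controls; yeast relying on Plasmodium falciparum Hsp90 in place of its own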
HTR5A inv ag: HTR5A inverse agonists in luminescence cell assay, primary screen, counter-screen for OPRM1-OPRD1 heterodimer inverse agonist project, full-deck HTS | 5-hydroxytryptamine receptor 5A (Homo sapiens), P47898 | HTR5A cell line, inverse agonism | inhibition, % at 9.3 µM | 340,000 compounds, 0.083% hits | AID 504634, 2011; in the data active = inhibition mostly above about 23%, no sharp cut-off; inactive = mostly below about 18%;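 note: 0% = cells with DMSO and 100% = no-cell wells with DMSO; some compounds called inactive have numbers as strong as hits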
AddAB inh: growth inhibition of E. coli expressing H. pylori AddAB, primary screen, AddAB inhibitor project, absorbance; inhibition, % at 11.9 µM; 330,000 compounds, 0.29% hits; AID 435030, 2010; in the data active = inhibition above about 12%;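 note: 0% = vehicle wells of infected cells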
PKA-R1A activ: activators of PKA-R1A holoenzyme, primary screen, biochemical, fluorescence polarization, Cy5-IP20, bovine R1A, mouse PKAc. cAMP-dependent protein kinase type I-alpha regulatory subunit (Bos taurus) + …. PKA-R1A dissociation; scaled: DMSO 0%, 113 µM cGMP 100%. activation, % at 11.4 µM. 340,000 compounds, 0.083% hits. AID 504707, 2011;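 active = percent activation above the mean of all tested compounds plus 3 SD, cut at about 19% in these data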;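 note: higher means more PKAc released from R1A so a rise in polarization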
OPRM1-OPRD1 inv: inverse agonists of MOR-DOR heterodimerization, primary screen, cell-based, luminescence; 340,000 compounds, 0.21% hits; AID 504357, 2011; inhibition, % at 9.3 µM; cell-based MOR-DOR heterodimer luminescence, inverse agonism; Mu-type opioid receptor (Homo sapiens) + Delta-type opioid receptor (Homo sapiens), …; in the data active = inhibition above about 22%, passing the limit was not always enough;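 note: 0% = cells with DMSO and 100% = wells without cells with DMSO; values of inactives mirror those of a sister screen read the other way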
phage Ecoli inh: growth loss of phage-infected E. coli, primary screen, RecBCD inhibitor project, absorbance, with phage, HTS. inhibition, % at 11.9 µM. 360,000 compounds, 0.26% hits. AID 651602, 2012; in the data active = inhibition above about 11%
The depositor's hits bear a star.

What do the screens show for `CCCSc1ncc(Cl)c(C(=O)Nc2ccc(S(=O)(=O)Nc3ncccn3)cc2)n1`?
HTR5A ag ctr: -3.1; OPRM1-OPRD1 ag: -1.0; Mot1-301 SUMO: -2.8; Pemphigus Ab inh: 101.5; Ecoli viability: -0.8; PfHsp90 set2: 11.8; HTR5A inv ag: -11.5; AddAB inh: 2.0; PKA-R1A activ: -0.1; OPRM1-OPRD1 inv: 7.1; phage Ecoli inh: 0.8

What do the screens show for `Cc1noc(C)c1COc1ccc(C(=O)N2CCN(c3ccccc3F)CC2)cc1`?
HTR5A ag ctr: -1.5; OPRM1-OPRD1 ag: -2.1; Mot1-301 SUMO: -5.5; Pemphigus Ab inh: 101.7; Ecoli viability: 1.7; PfHsp90 set2: -16.2; HTR5A inv ag: 4.0; AddAB inh: 2.2; PKA-R1A activ: -4.1; OPRM1-OPRD1 inv: 11.0; phage Ecoli inh: 3.2

Results for CCn1ncc(Br)c1C(=O)Nc1cc([N+](=O)[O-])ccc1C ?
HTR5A ag ctr: -5.0; OPRM1-OPRD1 ag: -2.0; Mot1-301 SUMO: -6.9; Pemphigus Ab inh: 103.8; Ecoli viability: -2.2; PfHsp90 set2: -22.4; HTR5A inv ag: 13.3; AddAB inh: -0.1; PKA-R1A activ: 3.0; OPRM1-OPRD1 inv: 12.2; phage Ecoli inh: 3.4

Results for Cc1ccc(Sc2c(C=O)c3ccccc3n2C)cc1 ?
HTR5A ag ctr: 0.6; OPRM1-OPRD1 ag: 2.6; Mot1-301 SUMO: 2.5; Pemphigus Ab inh: 109.6; Ecoli viability: 1.1; PfHsp90 set2: -28.4; HTR5A inv ag: -17.6; AddAB inh: -0.2; PKA-R1A activ: 6.7; OPRM1-OPRD1 inv: -15.0; phage Ecoli inh: 3.8

How did O=C1c2ccccc2C(=O)N1Cc1cc(-c2ccc(Cl)cc2)no1 do in these assays?
HTR5A ag ctr: 0.1; OPRM1-OPRD1 ag: 0.7; Mot1-301 SUMO: -5.2; Pemphigus Ab inh: 115.5; Ecoli viability: -1.5; PfHsp90 set2: 6.7; HTR5A inv ag: -15.4; AddAB inh: -1.7; PKA-R1A activ: -1.4; OPRM1-OPRD1 inv: -4.2; phage Ecoli inh: 1.7

How did O=C(Oc1cccc([N+](=O)[O-])c1)c1cc(-c2ccccc2)nc2ccccc12 do in these assays?
HTR5A ag ctr: -1.0; OPRM1-OPRD1 ag: 1.8; Mot1-301 SUMO: -11.5; Pemphigus Ab inh: 99.0; Ecoli viability: -3.4; PfHsp90 set2: -13.5; HTR5A inv ag: -18.1; AddAB inh: -1.9; PKA-R1A activ: 0.3; OPRM1-OPRD1 inv: -9.4; phage Ecoli inh: 1.7

How did CC(C)S(=O)(=O)N1CCCC(C(=O)c2cccc(Cl)c2)C1 (stereo not given) do in these assays?
HTR5A ag ctr: 1.1; OPRM1-OPRD1 ag: -3.1; Mot1-301 SUMO: -10.3; Pemphigus Ab inh: 106.3; Ecoli viability: 0.7; PfHsp90 set2: 31.6; HTR5A inv ag: 10.4; AddAB inh: -1.7; PKA-R1A activ: -3.2; OPRM1-OPRD1 inv: 16.1; phage Ecoli inh: 0.2

What do the screens show for `COc1ccc(OC)c(NC(=O)C2CCCC2)c1`?
HTR5A ag ctr: -4.4; OPRM1-OPRD1 ag: 0.1; Mot1-301 SUMO: -3.5; Ecoli viability: 2.6; HTR5A inv ag: 11.4; AddAB inh: 3.0; PKA-R1A activ: -5.9; OPRM1-OPRD1 inv: -0.5; phage Ecoli inh: 0.5

How did CSc1nc(N(C)C)nc(N2CC(=O)N(CCNS(=O)(=O)c3ccc(C)cc3)C2=N)n1 do in these assays?
HTR5A ag ctr: 2.1; OPRM1-OPRD1 ag: 0.8; Mot1-301 SUMO: -18.2; Pemphigus Ab inh: 98.8; Ecoli viability: -0.3; PfHsp90 set2: -13.8; HTR5A inv ag: -32.8; AddAB inh: 0.5; PKA-R1A activ: -7.5; OPRM1-OPRD1 inv: -5.7; phage Ecoli inh: 3.6

What do the screens show for `C[C@H](CO)N1C[C@H](C)[C@@H](CN(C)S(=O)(=O)c2ccc(F)cc2)Oc2ccc(NC(=O)NC3CCCCC3)cc2C1=O`?
HTR5A ag ctr: 1.8; OPRM1-OPRD1 ag: -1.5; Pemphigus Ab inh: 107.5; Ecoli viability: -0.4; PfHsp90 set2: -15.1; HTR5A inv ag: -6.7; AddAB inh: 3.2; PKA-R1A activ: -4.7; OPRM1-OPRD1 inv: 6.8; phage Ecoli inh: 2.5

What do the screens show for `Cc1cc(-c2onc(C)c2C(=O)Oc2ccc(Cl)cc2)no1`?
HTR5A ag ctr: -2.9; OPRM1-OPRD1 ag: -0.4; Mot1-301 SUMO: -1.1; Pemphigus Ab inh: 117.6; Ecoli viability: -2.0; PfHsp90 set2: 7.0; HTR5A inv ag: -11.9; AddAB inh: -0.5; PKA-R1A activ: -6.4; OPRM1-OPRD1 inv: 2.0; phage Ecoli inh: 2.1

How did Cc1[nH]c(SCC(=O)Nc2cc(C(N)=O)cc(C(N)=O)c2)nc1Cc1ccccc1 do in these assays?
HTR5A ag ctr: 1.3; OPRM1-OPRD1 ag: -2.7; Mot1-301 SUMO: -14.4; Pemphigus Ab inh: 117.7; Ecoli viability: -1.2; PfHsp90 set2: -9.0; HTR5A inv ag: -5.1; AddAB inh: -0.8; PKA-R1A activ: 10.2; OPRM1-OPRD1 inv: 13.2; phage Ecoli inh: 0.1

What do the screens show for `COc1ccc(CC(=O)NCc2cn3ccsc3n2)cc1`?
HTR5A ag ctr: -2.6; OPRM1-OPRD1 ag: -0.5; Mot1-301 SUMO: -17.3; Pemphigus Ab inh: 99.0; Ecoli viability: 1.9; PfHsp90 set2: -37.8; HTR5A inv ag: 0.9; AddAB inh: 2.4; PKA-R1A activ: -2.2; OPRM1-OPRD1 inv: 2.8; phage Ecoli inh: 1.6

How did CCc1ccc(N=c2c([N+](=O)[O-])nn(-c3ccc4c(c3)OCCO4)n2O)cc1 do in these assays?
HTR5A ag ctr: -0.3; OPRM1-OPRD1 ag: 0.4; Mot1-301 SUMO: -14.7; Pemphigus Ab inh: 82.2; Ecoli viability: -1.7; PfHsp90 set2: -16.1; HTR5A inv ag: 0.8; AddAB inh: 1.0; PKA-R1A activ: -6.6; OPRM1-OPRD1 inv: -2.6; phage Ecoli inh: 3.7

Results for O=C(Nc1cccc(S(=O)(=O)N2CCCCC2)c1)C1CCCC1 ?
HTR5A ag ctr: -1.1; OPRM1-OPRD1 ag: -2.5; Mot1-301 SUMO: 15.0; Pemphigus Ab inh: 102.5; Ecoli viability: -0.9; PfHsp90 set2: 36.3; HTR5A inv ag: 2.9; AddAB inh: 1.5; PKA-R1A activ: -4.8; OPRM1-OPRD1 inv: 9.8; phage Ecoli inh: 3.6

What do the screens show for `O=c1c2ccccc2nc2n1-c1ccccc1CCC2`?
HTR5A ag ctr: 0.8; OPRM1-OPRD1 ag: 0.6; Mot1-301 SUMO: 85.4; Ecoli viability: 0.8; PfHsp90 set2: 21.7; HTR5A inv ag: -10.2; AddAB inh: 1.0; PKA-R1A activ: -9.7; OPRM1-OPRD1 inv: -2.9; phage Ecoli inh: 2.4

How did CCc1ccc(C(=O)Nc2cc3c(cc2Cl)OCCCO3)cc1 do in these assays?
HTR5A ag ctr: 3.0; OPRM1-OPRD1 ag: 0.4; Mot1-301 SUMO: -11.0; Pemphigus Ab inh: 114.0; Ecoli viability: 2.8; PfHsp90 set2: 0.9; HTR5A inv ag: -6.9; AddAB inh: 3.2; PKA-R1A activ: 1.7; OPRM1-OPRD1 inv: -2.3; phage Ecoli inh: 4.8

How did CCOC(=O)c1cc(CC)sc1NC(=O)COC(=O)c1cc[n+]([O-])cc1 do in these assays?
HTR5A ag ctr: -0.5; OPRM1-OPRD1 ag: -2.1; Mot1-301 SUMO: 628.6; Pemphigus Ab inh: 93.9; Ecoli viability: -0.7; PfHsp90 set2: 9.6; HTR5A inv ag: -22.6; AddAB inh: 2.6; PKA-R1A activ: 17.5; OPRM1-OPRD1 inv: 10.5; phage Ecoli inh: 0.6

What do the screens show for `COc1ccccc1N1C(=O)c2cccc3cccc(c23)C1=O`?
HTR5A ag ctr: -0.3; OPRM1-OPRD1 ag: -0.1; Mot1-301 SUMO: 144.6; Pemphigus Ab inh: 103.0; Ecoli viability: -0.8; PfHsp90 set2: -0.4; HTR5A inv ag: 1.0; AddAB inh: -0.2; PKA-R1A activ: -7.3; OPRM1-OPRD1 inv: 0.2; phage Ecoli inh: 1.8

What do the screens show for `C[C@]12CC[C@@H]3c4ccc(O[C@@H]5O[C@H](C(=O)O)[C@@H](O)[C@H](O)[C@H]5O)cc4CC[C@H]3[C@@H]1C[C@@H](O)[C@@H]2O`?
HTR5A ag ctr: 3.3; OPRM1-OPRD1 ag: -1.0; Mot1-301 SUMO: 0.6; Pemphigus Ab inh: 95.7; Ecoli viability: -0.4; PfHsp90 set2: -8.2; HTR5A inv ag: 2.1; AddAB inh: -0.3; PKA-R1A activ: 4.1; OPRM1-OPRD1 inv: 5.3; phage Ecoli inh: 2.9

How did O=C(CN1C(=O)C2CC=CCC2C1=O)OCc1cc(=O)n2cc(Br)ccc2n1 (stereo not given) do in these assays?
HTR5A ag ctr: -2.9; OPRM1-OPRD1 ag: -1.9; Mot1-301 SUMO: 47.0; Pemphigus Ab inh: 96.0; Ecoli viability: 0.8; PfHsp90 set2: -23.6; HTR5A inv ag: 7.4; AddAB inh: 0.8; PKA-R1A activ: -10.0; OPRM1-OPRD1 inv: 8.9; phage Ecoli inh: 1.2

How did O=C(Nc1ccc(-c2nc3ccccc3s2)c(OC(=O)c2ccccc2)c1)c1ccccc1 do in these assays?
HTR5A ag ctr: 0.9; OPRM1-OPRD1 ag: -2.3; Mot1-301 SUMO: 8.6; Pemphigus Ab inh: 101.3; Ecoli viability: 1.1; PfHsp90 set2: 27.6; HTR5A inv ag: -2.4; AddAB inh: 0.0; PKA-R1A activ: -2.2; OPRM1-OPRD1 inv: 14.0; phage Ecoli inh: 4.3

Results for O=C(CCN1C(=O)C2CCCCC2C1=O)Nc1ccc(Br)cc1F (stereo not given) ?
HTR5A ag ctr: -7.6; OPRM1-OPRD1 ag: 0.4; Mot1-301 SUMO: 12.2; Pemphigus Ab inh: 106.9; Ecoli viability: 1.1; PfHsp90 set2: 4.1; HTR5A inv ag: 18.6; AddAB inh: 2.2; PKA-R1A activ: -5.8; OPRM1-OPRD1 inv: -1.9; phage Ecoli inh: -0.7
